mIAP block: mouse IAP inhibition | inhibition, % at 10 µM | purified mouse IAP, CDP-Star luminescence, 30 min | AID 2806 | 330,000 tested, 0.2% active;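 active = inhibition of at least 40% at 10 µM in the primary screen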;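 also: plate controls were DMSO with enzyme for no effect and no enzyme wells for full effect; values of inactives mirror those of a sister screen read the other way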
mIAP act: mouse IAP activation; muIAP, CDP-Star luminescence, 30 min; stronger effect = higher value; 1 = vehicle-only enzyme signal, 0 = enzyme-free wells; activation factor at 10 µM; 330,000 tested, 0.24% active; AID 2805;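 active = activation factor of at least 2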; also: the source names both 10 and 20 µM as test concentration; values of inactives mirror those of a sister screen read the other way
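also added = chemiluminescent substrate CDP-Star | test system = mouse IAP enzyme | signal = chemiluminescence readout | compound = DMSO-dissolved test compounds | incubation = 30 min at room temperature | benchmarks = DMSO wells, no-enzyme wells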
A3G deaminase: inhibitors of human APOBEC3G DNA deaminase; recombinant A3G, ssDNA deamination FAM/TAMRA fluorescence; 330,000 tested, 0.28% active; inhibition, % at 20 µM;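 active = inhibition of at least 40% at 20 µM, with no more than 30% in the related APOBEC3A deaminase screen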;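 also: plate controls were DMSO wells with A3G for no effect and wells lacking A3G enzyme for full effect; some compounds called inactive have numbers as strong as hits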
GRIN3A LBD mod: modulates the human NR3A ligand-binding domain. NR3A LBD differential scanning fluorimetry, Tm shift; 0% = protein alone, 100% = glycine-bound protein. Tm shift relative to glycine control, % at 25 µM. 340,000 tested, 2.5% active. AID 1259313;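 active = melting temperature shift of at least 10% of the positive control shift, at one fixed dose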
hIAP act: increases human intestinal alkaline phosphatase activity; purified human IAP, CDP-Star luminescence, 30 min; stronger effect = higher value; 1 = vehicle-only enzyme, 0 = enzyme-free background; activation factor at 10 µM; 330,000 tested, 0.16% active; AID 2524;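 active = activation factor of the enzyme at least 2-fold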; also: the source names both 10 and 20 µM as test concentration; values of inactives mirror those of a sister screen read the other way
Target sequence (P09923 whole entry, looked up): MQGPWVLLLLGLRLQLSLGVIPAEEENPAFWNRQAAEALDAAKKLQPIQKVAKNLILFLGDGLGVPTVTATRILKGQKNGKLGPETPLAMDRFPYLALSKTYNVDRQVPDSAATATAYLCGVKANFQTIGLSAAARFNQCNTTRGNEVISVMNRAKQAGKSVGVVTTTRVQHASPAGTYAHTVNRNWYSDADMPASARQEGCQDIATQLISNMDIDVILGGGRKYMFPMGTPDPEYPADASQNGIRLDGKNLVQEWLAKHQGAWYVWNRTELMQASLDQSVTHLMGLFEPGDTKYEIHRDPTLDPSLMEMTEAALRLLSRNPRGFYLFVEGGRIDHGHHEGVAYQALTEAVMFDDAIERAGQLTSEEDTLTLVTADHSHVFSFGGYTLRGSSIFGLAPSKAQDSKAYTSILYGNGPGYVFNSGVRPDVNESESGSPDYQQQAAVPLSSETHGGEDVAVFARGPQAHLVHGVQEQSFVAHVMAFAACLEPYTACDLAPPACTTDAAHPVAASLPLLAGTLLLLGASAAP
APOBEC3A inh: blocks human APOBEC3A ssDNA deamination. P31941. recombinant A3A, FAM/TAMRA ssDNA deamination fluorescence. inhibition, % at 20 µM. 330,000 tested, 0.41% active;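 active = at least 40% inhibition at 20 µM here, with at most 30% in a related deaminase screen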;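 also: plate controls were A3A with DMSO for no effect and wells lacking A3A enzyme for full effect; some results filed as inactive read as strong as hits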
Target sequence (P31941 whole entry, looked up): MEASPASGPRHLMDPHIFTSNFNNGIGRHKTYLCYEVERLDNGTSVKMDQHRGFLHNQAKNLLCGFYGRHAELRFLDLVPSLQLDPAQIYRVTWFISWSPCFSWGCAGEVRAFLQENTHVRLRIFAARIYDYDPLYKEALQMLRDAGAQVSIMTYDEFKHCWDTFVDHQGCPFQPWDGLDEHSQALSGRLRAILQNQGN
MPTP inh: inhibitors of mitochondrial permeability transition pore. 360,000 tested, 1.4% active. isolated mouse mitochondria, Ca2+ swelling absorbance, 30 min. inhibition, % at 10 µM. AID 602449;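 active = inhibition of 50% or more, scaled per plate between neutral and stimulator controls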;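 also: 0% = DMSO wells given calcium and 100% = 1 mM EGTA wells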
hIAP block: human IAP inhibition. P09923. AID 2544. inhibition, % at 10 µM. purified IAP, CDP-Star luminescence, 30 min. 330,000 tested, 0.12% active;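 active = inhibition reaching a set limit with compound at 10 µM in the primary screen, cut at about 35% in these data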;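 also: plate controls were DMSO wells with enzyme for no effect and no-enzyme buffer wells for full effect; values of inactives mirror those of a sister screen read the other way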
beta cell repl: inducers of beta-cell replication in MIN6 cells | MIN6 cells proliferation, ATPlite luminescence, 48 h; cells starved in 0.2% serum; 100% = growth in 10% serum | proliferation, % at 10 µM | 330,000 tested, 0.29% active | AID 2380;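 active = compounds whose signal lies at least 3.5 SD above the mean of all wells on their plate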;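 also: 0% = DMSO-treated cells in low-serum medium and 100% = 10% serum control; some compounds called inactive have numbers as strong as hits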
* marks the source's active call; other numbers are inactive results; / = not tested or not shown.

The line under a structure holds: mIAP block	mIAP act	A3G deaminase	GRIN3A LBD mod	hIAP act	APOBEC3A inh	MPTP inh	hIAP block	beta cell repl
- CCCCN(C(=O)c1ccc(S(=O)(=O)N2CCCC2)cc1)C1CCS(=O)(=O)C1 (stereo not given)
→ 2	0.98	-6	1	1.1	-4	-1.6	-10	0
- CC(C)N(C(=O)C(F)(F)F)C(C(=O)NC1CCCCC1)c1ccncc1 (stereo not given)
→ 8	0.92	-8	0	1.1	2	-0.9	-6	-2
- c1nc(N2CCN(Cc3ccc4c(c3)OCO4)CC2)c2[nH]cnc2n1
→ 8	0.92	-4	-1	1.2	0	-1.2	-17	-3
- Cc1ccc(-c2[nH]c(-c3ccc(C(=O)O)cc3)nc2-c2ccccc2)cc1
→ -4	1	-6	-34	0.93	3	3.4	7	0
- CCCn1c(=O)c(C(=O)Nc2ccccc2C)c(O)c2ccccc21
→ 11	0.89	-5	-9	0.85	-5	2.3	15	-2
- COc1ccc(OC)c(-c2csc(-c3cccs3)n2)c1
→ -7	1.1	4	2	1.1	-4	0.9	-6	0
- Cc1ccccc1NC(=O)Nc1ccc2c(c1)OCO2
→ -11	1.1	-5	8	1.2	1	-0.1	-16	-7
- Cc1cc(-c2nnc3n2CCCCC3)c(C)n1-c1ccccc1
→ 0	1	4	-1	0.97	3	0.6	3	-2
- COc1ccc(Cl)cc1NC(=O)COC(=O)CNC(=O)c1ccc([N+](=O)[O-])c(C)c1
→ -6	1.1	-9	-6	1.2	-1	2.0	-18	-2
- Cc1cc(Cl)ccc1OCc1nnc2n1CCCCC2
→ 2	0.98	0	0	1.2	2	-0.2	-20	2
- COc1cc(OC)cc(C(=O)NCC(=O)N2CCN(Cc3ccccc3)CC2)c1
→ 1	0.99	-6	0	1.1	-3	-0.8	-11	3
- COc1ccc(-n2c(C)c(C)c3c(NCCCO)ncnc32)cc1
→ 3	0.97	0	0	1.1	2	0.1	-9	-3
- CCOc1ccccc1C(=O)NCC(=O)NCc1ccc(S(=O)(=O)N2CCOCC2)cc1
→ -4	1	-2	-2	0.92	-1	-1.1	8	-1
- N#C/C(=C\c1cn(Cc2ccccc2)c2ccccc12)C(=O)NCc1ccco1
→ 0	1	-9	-3	1	2	-0.1	0	0
- O=C(Nc1ccc(-c2csc(Nc3cccc(C(F)(F)F)c3)n2)cc1)c1cc([N+](=O)[O-])cc(C(F)(F)F)c1
→ 8	0.92	-10	21*	1.1	-5	3.3	-6	-9
- COc1ccc(CCn2c(N)c(S(=O)(=O)c3cccs3)c3nc4ccccc4nc32)cc1OC
→ -3	1	0	-5	1.1	4	0.1	-14	3
- COc1ccc2c(c1)c(=O)c(C(=O)c1ccccc1)cn2Cc1ccc(C)cc1
→ 13	0.87	-5	-2	0.89	-13	-0.7	11	-2
- Cc1cc(N2CCN(C)CC2)nc2ccc(NC(=S)N3CCN(c4cccc(Cl)c4)CC3)cc12
→ -16	1.2	-8	1	1.1	1	2.1	-12	-6
- CN(C)c1ccc(C=NCCC2(O)CCOC(C)(C)C2)cc1 (stereo not given)
→ -2	1	0	-1	0.87	0	0.4	13	0
- CN(C(=O)CS(=O)(=O)c1cccc(Cl)c1)c1ccccc1
→ 1	0.99	-8	-1	0.94	2	0.6	6	-2
- C/C(=N\NC(=O)c1cccc([N+](=O)[O-])c1)c1cccnc1
→ 6	0.94	-13	0	0.94	-5	0.4	6	-2
- Cc1cccc(C(=O)N[C@@H]2c3ccccc3C[C@@H]2O)n1
→ 7	0.93	8	3	1	4	-0.2	-2	-2
- Cn1c(=O)c2c(nc(NCc3ccccc3)n2CCCc2ccccc2)n(C)c1=O
→ -8	1.1	1	0	1.1	-6	2.6	-6	1
- Cc1c(C(=O)N(Cc2ccccc2)C(C)C)oc2ccc(S(=O)(=O)N3CCOCC3)cc12
→ 8	0.92	-6	-3	1.3	-5	-2.1	-32	-2
- Cc1ccc(-c2nnc3n2N=C(c2ccccc2)CS3)cc1
→ 2	0.98	-6	0	1	1	-0.4	0	4
- Cc1ccc(C(=O)NCC(c2ccco2)N2CCOCC2)cc1 (stereo not given)
→ 0	1	0	1	1.1	-1	0.1	-7	1
- O=[N+]([O-])c1ccc(O)c(/C=N/Nc2ncnc3c2cnn3-c2ccccc2)c1
→ 23	0.77	-7	-1	1.4	-4	19	-36	-5
- Cc1ccc(S(=O)(=O)n2c3ccc(F)cc3c3nc(C)sc32)cc1
→ -5	1	0	/	1.1	0	/	-10	-5
- Cc1nnc(NC(=O)CSc2ncn(-c3ccccc3)n2)s1
→ -5	1	-6	-2	1.1	3	0.0	-8	-5
- COc1ccc(N(CC(=O)Nc2ccccc2C(N)=O)S(=O)(=O)c2ccc(C)c([N+](=O)[O-])c2)cc1
→ 8	0.92	-16	0	1	-4	2.4	-3	-1
- CCNc1cc(N2CCOCC2)nc(SC)n1
→ -5	1.1	-7	-1	0.83	0	-3.1	17	4
- CC1=C(C(=O)N2CCN(c3cc(C)ccc3C)CC2)C2(CCCCC2)OC1=O
→ 0	1	-3	-1	0.99	0	0.2	1	-3
- CCn1cc(/C=C(\NC(=O)c2ccc(OC)cc2)C(=O)N2CCOCC2)c2ccccc21
→ 3	0.97	-6	2	0.97	-11	1.2	3	-4
- CN1CCN(C(=O)c2ccc3ccccc3c2)CC1
→ 3	0.97	0	0	0.93	2	-0.8	7	2
- O=C(O)CCc1nn2cc(-c3ccccc3)nc2[nH]c1=O
→ -2	1	-2	2	0.97	-1	-11	3	1
- CCOc1cc(Cl)c(S(=O)(=O)NCc2ccccn2)cc1Cl
→ 6	0.94	8	0	1.1	2	0.6	-6	0
- CCCN1C(=O)/C(=C/c2cc(C)n(C)c2C)SC1=Nc1ccc(OC)cc1
→ -1	1	4	-12	0.77	2	5.7	23	-6
- CCOC(=O)N1N=C(c2ccccc2)CC1(O)C(F)(F)F (stereo not given)
→ -11	1.1	10	-2	1	-5	2.9	-3	-3
- CCOC(=O)CSc1nnc(COc2cccc(C)c2)o1
→ 8	0.93	-6	-1	1.1	-2	-0.9	-6	-1
- Cc1cccc(CCNC(=O)COc2cc(=O)n(C)c3ccccc23)c1
→ 2	0.98	-3	-1	1.1	2	1.5	-12	-5

Pulled one by one from the list above, seven records:
The line under a structure holds: mIAP block	mIAP act	A3G deaminase	GRIN3A LBD mod	hIAP act	APOBEC3A inh	MPTP inh	hIAP block	beta cell repl
- CCOC(=O)CSc1nnc(COc2cccc(C)c2)o1
→ 8	0.93	-6	-1	1.1	-2	-0.9	-6	-1
- Cc1cccc(CCNC(=O)COc2cc(=O)n(C)c3ccccc23)c1
→ 2	0.98	-3	-1	1.1	2	1.5	-12	-5
- Cc1nnc(NC(=O)CSc2ncn(-c3ccccc3)n2)s1
→ -5	1	-6	-2	1.1	3	0.0	-8	-5
- Cn1c(=O)c2c(nc(NCc3ccccc3)n2CCCc2ccccc2)n(C)c1=O
→ -8	1.1	1	0	1.1	-6	2.6	-6	1
- CCCN1C(=O)/C(=C/c2cc(C)n(C)c2C)SC1=Nc1ccc(OC)cc1
→ -1	1	4	-12	0.77	2	5.7	23	-6
- Cc1ccc(S(=O)(=O)n2c3ccc(F)cc3c3nc(C)sc32)cc1
→ -5	1	0	/	1.1	0	/	-10	-5
- Cc1c(C(=O)N(Cc2ccccc2)C(C)C)oc2ccc(S(=O)(=O)N3CCOCC3)cc12
→ 8	0.92	-6	-3	1.3	-5	-2.1	-32	-2

The main list resumes, starting 2 compounds before the break.
The line under a structure holds: mIAP block	mIAP act	A3G deaminase	GRIN3A LBD mod	hIAP act	APOBEC3A inh	MPTP inh	hIAP block	beta cell repl
- CCOC(=O)CSc1nnc(COc2cccc(C)c2)o1
→ 8	0.93	-6	-1	1.1	-2	-0.9	-6	-1
- Cc1cccc(CCNC(=O)COc2cc(=O)n(C)c3ccccc23)c1
→ 2	0.98	-3	-1	1.1	2	1.5	-12	-5
- CCN(C(=O)COC(=O)c1cc([N+](=O)[O-])ccc1N1CCOCC1)C1CCCCC1
→ 2	0.98	2	0	0.92	2	-0.7	8	3
- CN(C)S(=O)(=O)n1cnc([C@@H]2[C@@H]3C(=O)OC[C@@H]3C[C@]23N=CN(Cc2ccccc2)C3=O)c1
→ 8	0.92	-4	-3	0.99	-3	-1.7	0	0
- COc1ccc(Cl)cc1-n1c(=S)sc2c(=O)[nH]c(SCC(=O)C(C)(C)C)nc21
→ 1	0.99	-7	-19	0.98	-4	3.3	2	0
- CCOC(=O)CC1C(=O)NC2CCCCC2N1C(=O)Nc1ccc(Cl)cc1 (stereo not given)
→ -11	1.1	-5	1	1.1	-2	1.2	-6	0
- CC(C)CNC(=O)CSc1nnc(-c2cccc(S(=O)(=O)N3CCCCC3)c2)o1
→ 7	0.93	-1	4	0.95	-1	0.8	5	-2
- CCOC(=O)N1CCC(N(CCN(C)C)C(=S)Nc2ccc(Oc3ccccc3)cc2)CC1
→ -23	1.2	8	-2	1.1	-9	0.2	-5	-7
- CC(Sc1ccc(S(=O)(=O)N2CCOCC2)cn1)C(=O)Nc1ccc(Cl)cc1Cl (stereo not given)
→ 4	0.96	-6	1	0.94	-1	-0.8	6	-2
- COc1ccc(C(C(=O)NC2CCCC2)N(Cc2ccccc2)C(=O)c2snc(C(N)=O)c2N)cc1OC (stereo not given)
→ -5	1.1	-11	1	1.1	-5	-1.0	-6	-2
- Cc1ccc(C(=O)N/N=C\c2ccc(OC(=O)c3cccc(F)c3)cc2)cn1
→ 4	0.96	-8	-8	1	-4	0.4	0	-1
- COC(=O)c1ccc(NC(=O)CCc2nnc3ccc(N4CCC5(CC4)OCCO5)nn23)cc1
→ -1	1	-3	-1	0.87	-1	-2.0	13	4
- CCN(c1nc(C)cc(OC)n1)S(=O)(=O)c1ccccc1
→ 19	0.81	-7	0	0.96	0	1.8	4	0
- CCc1nnc(NC(=O)CSc2nnc(Cc3ccccc3)n2-c2ccccc2)s1
→ 0	1	-1	2	0.91	1	0.2	9	1
- Cc1ccccc1CC(=O)NCCN1CCOCC1
→ -12	1.1	-6	-1	1.1	-5	-0.6	-6	0
- O=C(O)c1cnc(-c2ccccc2)nc1Sc1ccccc1
→ -5	1	-5	2	0.99	-3	1.4	1	0
- CN(C)CCC1Sc2ccccc2Oc2ccccc21 (stereo not given)
→ -5	1	-1	1	0.89	-2	14	11	-3
- Cc1cccc(CCNC(=O)C2CCN(S(=O)(=O)c3c(C)nn(C)c3C)CC2)c1
→ 3	0.97	0	0	0.91	1	-2.1	10	3
- CC(=O)Nc1ccc(Nc2ncnc(N)c2[N+](=O)[O-])cc1
→ 0	1	3	1	0.89	1	3.0	11	2
- COC(=O)c1cn(C(=O)c2cc(OC)cc(OC)c2)c2ccccc12
→ 4	0.96	-7	0	0.81	0	-0.1	19	-2
- O=C(N/N=C\c1cccnc1)c1ccc(Cl)cc1Cl
→ 4	0.96	-4	5	1	0	0.6	-4	-1
- CC(Sc1ccccc1)C(=O)N1CCN(S(=O)(=O)c2ccccc2C(F)(F)F)CC1 (stereo not given)
→ 12	0.88	-5	1	0.75	-2	-1.2	25	1
- CCOc1cc(C(=O)NCC(C)CN(C)C)cc(OCC)c1OCC (stereo not given)
→ -12	1.1	-8	9	1.1	2	-2.5	-9	-2
- CCOC(=O)c1nn(-c2ccc3ccccc3c2)cc1O
→ -4	1	-5	-6	0.95	-3	0.3	4	-5

Source: PubChem (Sanford-Burnham Center for Chemical Genomics)
